Compound activity deposited in PubChem BioAssay by National Center for Advancing Translational Sciences (NCATS).
Sm TGR inh: blocks Schistosoma mansoni thioredoxin glutathione reductase. Potency, µM (doses to about 114 µM), without a hit: top-dose activity change, negative = inhibition, usual class: inhibitors. Q962Y6. purified TGR, DTNB reduction, TNB absorbance 405 nm. 360,000 compounds, 3% hits; note: potency is the fitted concentration of half-maximal effect; nearly all actives have a fitted effect of over 60% in size
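First, TGR (20 nM dispensed) and NADPH were mixed with compound. Second, a 15 min room-temperature incubation followed. Third, further NADPH and then DTNB were added to start the reaction. Finally, TNB absorbance was monitored kinetically.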
AmpC no deterg: inhibitors of E. coli AmpC beta-lactamase without detergent; AmpC nitrocefin hydrolysis, absorbance 480 nm, 0.0001% Triton; Potency, µM (highest dose often 57.1 µM), inactives show at the top dose activity change, negative = inhibition, actives largely listed as inhibitors; 330,000 compounds, 0.52% hits; AID 485341;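 note: potency is the fitted concentration of half-maximal effect; plate controls were no compound for no effect and no enzyme for full effect; nearly all actives have a fitted effect of over 20% in size; some results filed as inactive show a strong effect at the top dose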
Target sequence (P00811 whole entry, looked up): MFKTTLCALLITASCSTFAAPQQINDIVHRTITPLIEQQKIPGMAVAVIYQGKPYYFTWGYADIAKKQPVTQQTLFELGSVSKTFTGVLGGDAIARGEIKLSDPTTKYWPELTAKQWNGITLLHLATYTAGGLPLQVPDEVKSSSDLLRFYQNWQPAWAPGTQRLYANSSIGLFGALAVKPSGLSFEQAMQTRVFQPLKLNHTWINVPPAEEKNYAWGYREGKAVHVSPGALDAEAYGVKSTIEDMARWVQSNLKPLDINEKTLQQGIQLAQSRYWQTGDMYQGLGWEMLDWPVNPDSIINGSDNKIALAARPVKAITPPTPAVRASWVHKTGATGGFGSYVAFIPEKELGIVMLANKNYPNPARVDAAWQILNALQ
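20 mM phosphate pH 7.0 + 0.01% (detergent screen) or 0.0001% Triton X-100; 5.3 nM AmpC reagent; cpd preinc 15 min RT; nitrocefin (800 uM stock) to start; A480 q20 s × 4 min; Activity was normalised to no-enzyme and no-compound control wells.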
Giardia FBPA inh: blocks Giardia fructose-bisphosphate aldolase activity; A8B2U2; purified Giardia FBPA; Potency, µM (series often up to 59.6 µM), for the others: at the top dose activity, negative = inhibition, most hits filed as inhibitors; AID 2451; 290,000 compounds, 0.71% hits; note: potency is the fitted concentration of half-maximal effect; nearly all actives have a fitted effect of over 55% in size
Target sequence (A8B2U2 whole entry, looked up): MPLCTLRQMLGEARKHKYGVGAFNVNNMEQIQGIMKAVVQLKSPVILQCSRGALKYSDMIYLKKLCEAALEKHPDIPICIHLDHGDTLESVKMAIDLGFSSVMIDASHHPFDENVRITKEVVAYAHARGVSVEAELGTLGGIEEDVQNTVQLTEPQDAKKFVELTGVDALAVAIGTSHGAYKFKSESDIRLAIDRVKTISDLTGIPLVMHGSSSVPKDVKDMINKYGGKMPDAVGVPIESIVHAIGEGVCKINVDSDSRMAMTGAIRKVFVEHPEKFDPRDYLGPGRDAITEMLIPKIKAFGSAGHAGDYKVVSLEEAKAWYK
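40 nM FBPA preincubated 10 min at RT with compound (up to 57.5 uM final), then substrate plus GAPDH/TPI/NAD/arsenate coupling and diaphorase/resazurin added. Fluorescence read after 20 min at RT, 525/598 nm.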
AMA1 RON2 block: inhibitors of Plasmodium falciparum AMA1-RON2 interaction. AlphaScreen AMA1-biotinylated RON2 peptide binding. Potency, µM (doses to about 58.2 µM), inactives show at the top dose activity change, negative = inhibition, hits mostly inhibitors. 360,000 compounds, 0.2% hits;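 note: potency is the fitted concentration of half-maximal effect; 0% = vehicle wells and -100% = peptide control; nearly all actives have a fitted effect of over 45% in size; some results filed as inactive show a strong effect at the top dose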
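AMA1 (3D7) with his tag at 25 nM final met compounds first, then biotinylated RON2 peptide at 25 nM; detection used donor plus acceptor beads, 10 µg/mL apiece, read by AlphaScreen after 30 min at room temperature.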
AmpC detergent: blocks E. coli AmpC beta-lactamase in detergent assay | 370,000 compounds, 0.041% hits | P00811 | Potency, µM (top dose mostly 114 µM), inactives show at the highest dose activity change, negative = inhibition, most hits filed as inhibitors | AmpC hydrolysis of nitrocefin, absorbance 480 nm, 0.01% Triton | AID 485294;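 note: potency is the fitted concentration of half-maximal effect; 0% = no-compound wells and -100% = no-enzyme wells; nearly all actives have a fitted effect of over 25% in size; some results filed as inactive show a strong effect at the top dose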
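20 mM phosphate pH 7.0 + 0.01% (detergent screen) or 0.0001% Triton X-100; 5.3 nM AmpC reagent; cpd preinc 15 min RT; nitrocefin (800 uM stock) to start; A480 q20 s × 4 min; Activity was normalised to no-enzyme and no-compound control wells.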
HCMV inh: blocks human cytomegalovirus replication; HFF cells, HCMV-luciferase reporter, 72 h; stronger effect = lower value; activity change, negative = inhibition, % at 57.5 µM; 410,000 compounds, 4.5% hits; in the data active = activity change below about -60%; inconclusive = no clear call, values can overlap the other calls; inactive = above about -39%
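HFF cells seeded 16 h at 37C, treated with compounds, infected with luciferase-reporter HCMV at MOI 1 PFU/cell; luciferase read at 72 h post infection, normalized to buffer-only and Salinomycin controls.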
The depositor's hits bear a star; ? = inconclusive; . = not tested or not shown; [ ] = remark or other dose. Unless noted, calls come from the whole dose curve; as a rule, active = well fitted curve in the direction sought with a large enough effect; inconclusive = small, poorly fitted or top-dose-only effect, or another doubt; inactive = no such curve, though single readings can be large; an effect the other way counts as inactive or inconclusive. Unless noted, % is set by controls: 0 for no effect and ±100 for the full control effect.

no.	Compound	Sm TGR inh	AmpC no deterg	Giardia FBPA inh	AMA1 RON2 block	AmpC detergent	HCMV inh
1	Cc1nn(CC(=O)NCCc2ccc(Cl)cc2Cl)c(C)c1[N+](=O)[O-]	0%	1%	-3%	-3%	9%	?
2	O=C(O)COc1c(Cl)cc(/C=C2/NC(=O)NC2=O)cc1Br	3%	-21%	0%	-3%	-3%	-38
3	Cc1ccc(S(=O)(=O)c2ncccc2[N+](=O)[O-])cc1	0.35µM*	-14%	2%	-6%	-6%	-101*
4	COc1ccc(C(=O)C(C)(C)NO)cc1	24%	-2%	2%	-20%	?	25
5	CCOC(=O)C(Cc1ccc(N)cc1)N1C(=O)c2ccccc2C1=O (centres undefined)	1%	-8%	?	-4%	-13%	-16
6	Cc1nn(C)c(C(=O)NNC(=S)Nc2ccc(Cl)cc2)c1[N+](=O)[O-]	-19%	-29%	19%	51%[activator]	?	-1
7	O=C(N/N=C/c1c(Cl)cccc1Cl)c1ccc(F)cc1	3%	-21%	0%	30%[activator]	-5%	16
8	CSc1cccc(Nc2ccc(S(=O)(=O)N3CCOCC3)cc2[N+](=O)[O-])c1	-22%	-9%	.	-29%	-2%	-22
9	O=C(NCc1ccc2c(c1)OCO2)c1c(-c2ccccc2)sc2ccccc12	.	-17%	.	2%	.	61
10	COc1ccc(C(C(=O)NCC2CCCO2)N(C(=O)CNC(=O)c2ccco2)c2cc(C)ccc2C)cc1OC (centres undefined)	17%	118%[activator]	1%	0%	?	-22
11	COc1ccccc1NC(=O)CN1C(=O)c2cccc3cccc1c23	7%	.	.	.	15%	-31
12	CCOc1ccc(CCNC(=O)CN2C(=O)COc3ccc(S(=O)(=O)N4CCCC4)cc32)cc1	-2%	.	.	.	9%	-13
13	CCOc1ccc(C2c3[nH]c4ccccc4c3CCN2C(=O)Cc2cccc(OCC)c2OCC)cc1 (centres undefined)	-11%	.	.	.	3%	16
14	Cc1noc(C)c1C(=O)OCC(=O)N1CCc2ccccc21	.	-11%	.	-5%[11.6 µM]	.	-23
15	COc1ccc(C(=O)CSc2nnc(CNc3ccc(C)cc3C)n2Cc2ccco2)cc1	-16%	0%	0%	-29%	-10%	41
16	CCc1nc(Nc2ccccc2F)c2oc3ccccc3c2n1	5%	6%	-24%	?	5%	-29
17	Cc1cccc(-c2nc(SCC(=O)Nc3ccc4c(c3)OCO4)c(-c3ccccc3)[nH]2)c1	-7%	.	.	.	-5%	?
18	Cc1ccc(SC2=C(C(=O)O)CCCC2)cc1	-11%	-8%	7%	1%	-9%	-25
19	CCCCC(=O)Nc1ccc(C(=O)Nc2ccc(S(=O)(=O)Nc3ccc(C)cc3)cc2)cc1	3%	-21%	-2%	32%[activator]	-1%	-24
20	CC1C(=O)C(C)C(c2ccc3c(c2)OCO3)NC1c1ccc2c(c1)OCO2 (centres undefined)	5%	-10%	-3%	-9%	2%	?
21	Fc1cccc2sc(Nc3nc4c(F)cccc4s3)nc12	-3%	-49%	2%	-7%[2.32 µM]	-6%	207
22	Cc1ccc(-n2nnnc2SCc2nnc(-c3ccccc3Br)o2)c(C)c1	15%	-2%	6%	-3%	-14%	-64*
23	CC(=O)c1ccc(N2CCN(c3ccc(S(=O)(=O)N4CCN(C)CC4)cn3)CC2)cc1	0%	10%	2%	-6%	-9%	-4
24	O=C(NCCCN1CCC(Cc2ccccc2)CC1)C1CCN(S(=O)(=O)N2CCOCC2)CC1	-26%	33%	-6%	-18%	-11%	-18
25	Cc1ccccc1OCC(=O)NC(C)c1ccccc1 (centres undefined)	9%	-10%	4%	0%	-1%	-19
26	COc1cc(NC(=O)CN(C)CCOc2ccccc2)c(C)cc1[N+](=O)[O-]	-36%	115%[activator]	3%	-1%	-4%	?
27	COc1ccccc1N(CCC#N)C(=O)CSc1nc(-c2ccccc2)cn1N	5%	17%	1%	-2%	-8%	18
28	CCN(C(=O)COC(=O)c1cccc(S(=O)(=O)NCc2ccccc2)c1)c1ccccc1	-6%	4%	.	1%	-22%	-6
29	CCCCn1ccnc1C(=O)c1ccc(S(=O)(=O)N2CCCC2)cc1	-1%	44%	4%	0%	-6%	-15
30	CC1CCCC(NC(=O)COC(=O)/C=C/c2ccco2)C1C (centres undefined)	45µM*	-18%	.	-6%	-10%	-39
31	O=C(O)c1ccc(CN2C(=O)c3cccc4c([N+](=O)[O-])ccc(c34)C2=O)cc1	18µM*	-19%	-14%	-4%	0%	.
32	O=C(NC(=S)N1CCCCCC1)c1ccc(Cl)cc1Cl	13%	-27%	-26%	82%[activator]	5%	-29
33	O=C(CCN1C(=O)[C@@H]2Cc3ccccc3CN2C1=O)N[C@H](C(=O)O)c1ccccc1	8%	-16%	.	-3%	3%	?
34	O=C(Sc1nnc(-c2ccccc2)o1)N1c2ccccc2Sc2ccccc21	-7%	-26%	?	-19%	-2%	-21
35	COCCn1c(C)cc(C(=O)COC(=O)Cc2n[nH]c(=O)c3ccccc23)c1C	-18%	3%	.	-8%	-14%	5
36	CCCn1c(N)c(C(=O)CSc2nc3ncc(Cl)cc3[nH]2)c(=O)[nH]c1=O	-2%	-3%	.	0%	-18%	126
37	O=C(CSc1nnc(Cc2ccccc2)n1-c1ccccc1)N1CCOCC1	-30%	4%	5%	21%	-9%	-21
38	Cc1c(CC(=O)NCCCCCC(=O)O)c(=O)oc2cc3occ(-c4ccccc4)c3cc12	-11%	-1%	5%	-4%	-7%	-10
39	CC(=O)CCSc1ncnc2sc(-c3ccccc3)cc12	0%	18%	.	56%[activator]	-5%	-112*
40	COc1ccc2cc(C(=O)N3CCOCC3)sc(=O)c2c1OC	1%	-5%	4%	-2%	1%	10
41	Cc1cccc(N2CC(C(=O)Nc3nnc(SCC(=O)Nc4nccs4)s3)CC2=O)c1 (centres undefined)	-16%	-31%	0%	29%	?	-19
42	CC(C)NC(=O)c1ccc(-c2ccc(Cl)c(C(F)(F)F)c2)o1	-22%	-9%	3%	-6%	1%	-17
43	CCOc1ccc(N2CC(C(=O)NNC(=O)c3ccc(F)cc3)CC2=O)cc1 (centres undefined)	0%	-9%	.	100%[activator]	-12%	-16
44	Nc1ccc(-c2nc3c(Cl)c(N)ccc3[nH]2)cc1	0%	-17%	-2%	-13%	-5%	233
45	Cc1ccc(NCc2nnc(SCC(=O)N(Cc3ccccc3)C(C)(C)C)o2)c(C)c1	6%	16%	1%	-21%	?	25
46	COc1cc(/C=N/NC(=O)c2nc(C)cc(C)n2)ccc1O	-5%	-16%	-4%	15%	-4%	4
47	c1cnn(Cc2cnc(N3CCOCC3)s2)c1	.	-5%	0%	-7%	5%	26
48	S=C(Nc1ccc2c(c1)OCO2)N1CCN(Cc2ccco2)CC1	-9%	-11%	-2%	0%	5%	21
49	Cc1cc(C)c(S(C)(=O)=O)c(Oc2ccc(C(C)(C)C)cc2)n1	19%	20%	-2%	-4%	-8%	-12
50	Cc1ccc(N=Nc2c(O)[nH]c3ccc(F)cc23)cc1	-17%	-20%	-28%	-1%	5%	116
51	COC(=O)C(C(=O)OC)C(C)C(C(=O)OC)C(=O)OC	0%	-3%	4%	2%	2%	?
52	CCOCC(=O)Nc1nc2ccc(S(C)(=O)=O)cc2s1	44%[activator]	-2%	1%	4%	1%	-21
53	Nc1nc(CN2CCN(Cc3ccccc3)CC2)nc(Nc2ccc3c(c2)OCCO3)n1	?	-17%	-24%	5%	-3%	16
54	O=C(O)CN1CCN(Cc2ccccc2F)C1=O	13%	-13%	3%	-1%	2%	11
55	O=C(CNc1ccc(C(F)(F)F)cc1)Nc1cccc(S(=O)(=O)N2CCCC2)c1	5%	-26%	.	4%	10%	95
56	Cc1cccn2c(=O)c3cc(C(=O)NC4CCS(=O)(=O)C4)sc3nc12 (centres undefined)	0%	-18%	0%	-5%	-21%	-14
57	CCOc1cnc(-c2ccccc2F)o1	10%	-11%	2%	-10%	?	-19
58	COC(=O)c1cc(NS(=O)(=O)c2cccc(Cl)c2)ccc1N1CCOCC1	0%	-28%	-6%	-5%	8%	8
59	CC(O)C(NS(=O)(=O)c1ccc(Cl)cc1)C(=O)OCc1nnc(-c2ccccc2)o1 (centres undefined)	5%	54%	5%	-1%	?	-17
60	Cc1nnc(NCc2ccccc2)c2ccccc12	-2%	-5%	-15%	-13%	7%	-6

Next section.
no.	Compound	Sm TGR inh	AmpC no deterg	Giardia FBPA inh	AMA1 RON2 block	AmpC detergent	HCMV inh
61	CCN(CC)C(=O)CSc1nnc2nnc3cc(C)ccc3n12	11%	-12%	2%	-19%	-3%	-67*
62	COc1ccccc1NC(=O)Nc1c(C)n(C)n(-c2ccccc2)c1=O	0%	-5%	-4%	-3%	-1%	10
63	Cc1ccc(NS(=O)(=O)c2ccc(-c3csc(C)n3)s2)c(C)c1	1%	-32%	0%	-17%	3%	0
64	CCN(CC)S(=O)(=O)c1ccc(C)c(NC(=O)COc2ccc(Br)cc2Cl)c1	-6%	-25%	0%	14%	-10%	24
65	COc1cc(NS(=O)(=O)c2ccc3c(c2)n(C)c(=O)n3C)cc(OC)c1	8%	-2%	-7%	11%	-7%	4
66	CCCC(=O)Nc1ccc(S(=O)(=O)N2CCC(c3nc4ccccc4[nH]3)CC2)cc1	0%	-37%	.	-7%	?	-3
67	CC(C)OC(=O)NCN1C(=O)C2C3C=CC(C3)C2C1=O (centres undefined)	-16%	-9%	.	2%	-5%	19
68	O=C(Nc1ccccc1)Nc1nnc(COc2ccccc2F)s1	-2%	-52%	2%	6%	-7%	-7
69	COc1ccc(C(=O)NCCS(=O)(=O)NCC2CCCO2)cc1 (centres undefined)	-4%	-2%	.	-11%	?	-18
70	CCc1ccccc1NC(=O)C(C)n1c(=O)cc(C)c2c(C)nn(-c3ccccc3)c21 (centres undefined)	-3%	.	.	.	-8%	22
71	Cc1ccc(CN(C)C(=O)c2cccc(S(=O)(=O)N3CCN(Cc4ccccc4)CC3)c2)o1	?	182%[activator]	.	-12%	-2%	-5
72	C/C(=N/NC(=O)c1cc(-c2ccc(Cl)s2)[nH]n1)c1ccco1	-21%	-41%	-2%	47%[activator]	6%	-11
